TcdB GH inh: inhibitors of Clostridioides difficile toxin B glycohydrolase; TcdB glycohydrolase enzymatic assay, plate reader; inhibition, % at 9.99 µM; hit rate 0.24% among 350,000; AID 652162; in the data active = inhibition above about 10%
Target sequence (P18177 whole entry, looked up): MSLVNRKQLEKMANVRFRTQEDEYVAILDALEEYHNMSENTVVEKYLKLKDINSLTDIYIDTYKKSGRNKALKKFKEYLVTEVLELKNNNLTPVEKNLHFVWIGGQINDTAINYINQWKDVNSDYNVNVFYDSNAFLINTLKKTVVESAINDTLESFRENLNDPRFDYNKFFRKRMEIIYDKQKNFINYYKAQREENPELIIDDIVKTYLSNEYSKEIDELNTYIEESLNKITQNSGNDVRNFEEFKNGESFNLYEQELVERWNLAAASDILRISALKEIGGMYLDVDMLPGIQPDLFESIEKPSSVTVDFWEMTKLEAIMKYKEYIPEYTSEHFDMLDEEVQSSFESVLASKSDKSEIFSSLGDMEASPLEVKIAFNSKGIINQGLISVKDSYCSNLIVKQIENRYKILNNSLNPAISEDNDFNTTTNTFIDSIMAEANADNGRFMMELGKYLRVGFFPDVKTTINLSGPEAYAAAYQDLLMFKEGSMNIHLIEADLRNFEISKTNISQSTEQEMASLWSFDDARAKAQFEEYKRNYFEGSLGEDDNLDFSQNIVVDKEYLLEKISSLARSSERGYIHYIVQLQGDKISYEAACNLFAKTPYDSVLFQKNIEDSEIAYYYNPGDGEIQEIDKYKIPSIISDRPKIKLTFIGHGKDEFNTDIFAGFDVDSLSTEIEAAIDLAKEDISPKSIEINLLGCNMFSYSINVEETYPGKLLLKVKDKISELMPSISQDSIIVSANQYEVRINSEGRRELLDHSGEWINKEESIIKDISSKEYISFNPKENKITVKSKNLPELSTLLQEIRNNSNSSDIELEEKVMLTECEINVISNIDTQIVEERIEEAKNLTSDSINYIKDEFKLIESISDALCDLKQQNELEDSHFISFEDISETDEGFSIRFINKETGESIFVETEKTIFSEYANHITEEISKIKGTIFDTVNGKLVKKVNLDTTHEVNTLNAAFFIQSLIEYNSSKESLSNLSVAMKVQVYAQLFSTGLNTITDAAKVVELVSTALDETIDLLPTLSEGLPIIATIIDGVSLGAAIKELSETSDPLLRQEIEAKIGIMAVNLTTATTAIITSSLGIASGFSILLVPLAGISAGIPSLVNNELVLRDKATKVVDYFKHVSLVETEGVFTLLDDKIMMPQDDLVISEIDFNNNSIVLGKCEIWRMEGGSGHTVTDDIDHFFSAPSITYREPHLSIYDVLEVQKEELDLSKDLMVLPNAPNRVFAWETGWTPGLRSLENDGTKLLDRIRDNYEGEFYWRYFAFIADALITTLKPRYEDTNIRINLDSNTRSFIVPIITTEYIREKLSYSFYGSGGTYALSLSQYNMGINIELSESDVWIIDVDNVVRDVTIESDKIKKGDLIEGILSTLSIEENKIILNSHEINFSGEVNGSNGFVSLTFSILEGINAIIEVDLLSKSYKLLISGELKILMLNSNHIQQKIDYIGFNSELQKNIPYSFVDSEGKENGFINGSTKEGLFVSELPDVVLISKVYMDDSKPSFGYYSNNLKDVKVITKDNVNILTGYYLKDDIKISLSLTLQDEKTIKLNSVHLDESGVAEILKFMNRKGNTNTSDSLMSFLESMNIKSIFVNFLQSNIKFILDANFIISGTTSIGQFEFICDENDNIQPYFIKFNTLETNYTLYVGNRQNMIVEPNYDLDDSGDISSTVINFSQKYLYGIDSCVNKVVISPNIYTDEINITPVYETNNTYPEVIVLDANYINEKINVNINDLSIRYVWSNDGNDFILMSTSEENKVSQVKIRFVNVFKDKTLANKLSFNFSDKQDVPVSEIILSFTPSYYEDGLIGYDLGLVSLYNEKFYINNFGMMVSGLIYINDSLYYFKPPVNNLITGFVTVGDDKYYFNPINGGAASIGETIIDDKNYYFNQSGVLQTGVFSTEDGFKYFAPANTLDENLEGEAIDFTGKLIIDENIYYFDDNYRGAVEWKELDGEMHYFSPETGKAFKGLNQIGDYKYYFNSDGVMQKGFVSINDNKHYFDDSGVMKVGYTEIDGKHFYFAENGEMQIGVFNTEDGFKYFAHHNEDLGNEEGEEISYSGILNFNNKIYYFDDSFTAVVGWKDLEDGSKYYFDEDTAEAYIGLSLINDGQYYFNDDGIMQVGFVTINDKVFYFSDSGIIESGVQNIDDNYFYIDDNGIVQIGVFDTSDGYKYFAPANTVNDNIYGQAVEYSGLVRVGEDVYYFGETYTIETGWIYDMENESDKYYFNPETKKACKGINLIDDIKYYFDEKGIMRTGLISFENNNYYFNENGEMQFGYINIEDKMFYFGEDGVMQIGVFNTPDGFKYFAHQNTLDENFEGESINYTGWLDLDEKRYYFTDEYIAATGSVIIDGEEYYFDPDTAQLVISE
* hit, by the source's call. Some of the compounds tested; rates above refer to the full screens.

compound | TcdB GH inh
CCCNC(=O)C[C@@H]1CC[C@@H]2[C@H](COC[C@H](O)CN2C(=O)Nc2ccc3c(c2)OCO3)O1 | -2.0
COc1ccc(CN(C)C[C@H]2Oc3ccc(NC(=O)c4ccncc4)cc3CC(=O)N([C@H](C)CO)C[C@H]2C)cc1 | 0.5
O=C(C[C@@H]1CC[C@@H](NC(=O)CC2CC2)[C@@H](CO)O1)NCc1ccccc1 | 0.0
O=C(Nc1ccc(F)cc1)N1CC(=O)N2[C@H](C1)[C@@H](c1ccc(Br)cc1)[C@@H]2CO | 1.0
O=C(NCc1ccccn1)[C@@H]1[C@@H](CO)[C@@H]2Cn3c(cccc3=O)[C@H]1N2CC1CCCC1 | 0.0
CC(C)NC(=O)N(C)C[C@@H]1Oc2ccc(NC(=O)Cc3ccccc3)cc2CC(=O)N([C@@H](C)CO)C[C@@H]1C | 0.4
Cc1noc(C)c1S(=O)(=O)N(C)C[C@@H]1OCCCC[C@@H](C)Oc2ccc(NC(=O)CCCN(C)C)cc2C(=O)N([C@H](C)CO)C[C@@H]1C | -0.1
C[C@@H]1CN([C@H](C)CO)C(=O)c2cc(C#Cc3ccccn3)cnc2O[C@H]1CN(C)CC1CCOCC1 | -1.2
COc1cccc(C(=O)Nc2ccc3c(c2)OC[C@H](C)N(C)C[C@@H](C)[C@H](OC)CN(C)C3=O)c1 | 0.4
COc1cccc(NC(=O)C[C@H]2CC[C@@H]3[C@@H](COc4ccc(NC(=O)c5ccccc5F)cc4C(=O)N3C)O2)c1 | -2.7
C[C@H](CO)N1C[C@H](C)[C@@H](CN(C)C(=O)c2ccccc2)OCCCC[C@H](C)Oc2ccc(NC(=O)Nc3ccccc3)cc2C1=O | -5.5
C[C@@H]1CN([C@H](C)CO)C(=O)c2cc(NS(=O)(=O)c3ccccc3)ccc2O[C@@H](C)CCCCO[C@@H]1CN(C)C(=O)CCCN(C)C | -1.0
C[C@H](CO)N1C[C@H](C)[C@H](CN(C)CC2CC2)Oc2ccc(NC(=O)CCC(F)(F)F)cc2CC1=O | 1.2
O=C(C[C@H]1CC[C@@H](NC(=O)C2CCOCC2)[C@@H](CO)O1)NCC1CCCCC1 | 1.0
O=C(Cc1ccccn1)N1CCCCN2[C@H](C1)[C@@H](c1ccc(-c3ccccc3)cc1)[C@@H]2CO | -0.3
CCOC1=C2CN(S(=O)(=O)c3ccc(C)cc3)C(c3ccc(C)cc3)CC2N(S(=O)(=O)c2ccc(C)cc2)C(c2ccccc2)C1 (configuration not stated) | 1.2
Cc1noc(C)c1S(=O)(=O)Nc1ccc2c(c1)C(=O)N([C@H](C)CO)C[C@@H](C)[C@H](CN(C)C(=O)C1CCCCC1)OCCCC[C@@H](C)O2 | 0.8
CC1(C)CC(=O)C=C(c2ccccc2-c2cccc(C(N)=O)c2)C1=O | 3.5
Cc1cccc(-c2ccc([C@@H]3[C@@H](CO)N4CCCCN(CCC(F)(F)F)C[C@H]34)cc2)c1 | 1.4
C[C@@H]1CN([C@@H](C)CO)C(=O)c2cc(Br)cnc2O[C@@H]1CN(C)C(=O)c1ccccn1 | -5.1
C[C@@H]1CN([C@@H](C)CO)S(=O)(=O)c2ccc(C#Cc3cccnc3)cc2O[C@H]1CN(C)C(=O)Nc1ccc2c(c1)OCO2 | -8.4
Cc1ccc(S(=O)(=O)N(C)C[C@H]2Oc3ccc(NC(=O)Nc4ccc5c(c4)OCO5)cc3C(=O)N([C@@H](C)CO)C[C@@H]2C)cc1 | -2.6
CCNC(=O)C[C@@H]1C=C[C@@H](NS(=O)(=O)c2ccc(F)cc2)[C@H](CO)O1 | 2.4
C[C@H](CO)N1C[C@H](C)[C@H](CN(C)C(=O)NC2CCCCC2)Oc2ncc(C#Cc3ccccc3)cc2C1=O | -0.2
C[C@H]1CN([C@@H](C)CO)S(=O)(=O)c2ccc(C3=CCCCC3)cc2O[C@H]1CN(C)C(=O)C1CCCCC1 | 2.0
C[C@H](CO)N1C[C@H](C)[C@@H](CN(C)Cc2ccncc2)Oc2ncc(C3=CCCCC3)cc2C1=O | 1.2
C[C@@H]1CN([C@@H](C)CO)C(=O)c2cccc(N(C)C)c2O[C@@H]1CN(C)C(=O)Nc1cccc2ccccc12 | 0.4
CC(C)(C)OC(=O)Nc1ccccc1-n1nnnc1C(C(=O)c1ccc(F)cc1)N1CCOCC1 (configuration not stated) | 0.9
COc1ccc(S(=O)(=O)Nc2ccc3c(c2)C(=O)N([C@@H](C)CO)C[C@@H](C)[C@@H](CN(C)S(=O)(=O)c2cccs2)O3)cc1 | 1.1
C[C@H](CO)N1C[C@H](C)[C@H](CN(C)Cc2cccnc2)Oc2ncc(C3=CCCCC3)cc2C1=O | -1.6
O=C(C1CCCC1)N1C[C@H]2[C@@H](c3ccccc31)[C@H](CO)N2C(=O)c1ccccc1 | -1.2
CO[C@@H]1CN(C)C(=O)c2cc(NC(C)=O)ccc2OC[C@@H](C)N(Cc2ccccc2F)C[C@H]1C | 0.0
COc1ccccc1S(=O)(=O)N1CC[C@@H]2[C@H]1c1cc(-c3ccccc3F)ccc1N[C@@H]2CO | -0.2
C[C@H]1CN([C@@H](C)CO)C(=O)CCCn2cc(nn2)CO[C@H]1CN(C)C(=O)Nc1ccc(F)cc1 | 0.2
C[C@H]1CN([C@@H](C)CO)C(=O)c2cccc(NC(=O)Nc3cccc4ccccc34)c2O[C@H]1CN(C)C(=O)Nc1ccc(F)cc1 | -2.1
Cc1noc(C)c1NC(=O)N(C)C[C@@H]1Oc2ncc(C#CCC(C)C)cc2C(=O)N([C@@H](C)CO)C[C@H]1C | -0.1
Cc1ccccc1S(=O)(=O)N1CC(=O)N2[C@H](CO)[C@@H](c3ccc(C#CCN(C)C)cc3)[C@H]2C1 | 1.1
CCC(=O)N1CC2(C1)CN(C(=O)Cc1ccccc1)[C@H](CO)c1c2c2ccc(OC)cc2n1C | 0.4
O=S(=O)(N[C@@H]1CC[C@H](CCn2cc(C3(O)CCCC3)nn2)O[C@H]1CO)c1ccc(Cl)cc1 | -1.3
COc1cccc(-c2ccc3c(c2)[C@@H]2[C@@H](CCN2C(=O)c2ccc4c(c2)OCO4)[C@H](CO)N3C)c1 | -2.3

Quoted at random: 6 entries already listed.
compound | TcdB GH inh
C[C@H]1CN([C@@H](C)CO)C(=O)c2cccc(NC(=O)Nc3cccc4ccccc34)c2O[C@H]1CN(C)C(=O)Nc1ccc(F)cc1 | -2.1
CCNC(=O)C[C@@H]1C=C[C@@H](NS(=O)(=O)c2ccc(F)cc2)[C@H](CO)O1 | 2.4
O=C(C1CCCC1)N1C[C@H]2[C@@H](c3ccccc31)[C@H](CO)N2C(=O)c1ccccc1 | -1.2
C[C@@H]1CN([C@@H](C)CO)C(=O)c2cccc(N(C)C)c2O[C@@H]1CN(C)C(=O)Nc1cccc2ccccc12 | 0.4
CC(C)(C)OC(=O)Nc1ccccc1-n1nnnc1C(C(=O)c1ccc(F)cc1)N1CCOCC1 (configuration not stated) | 0.9
O=S(=O)(N[C@@H]1CC[C@H](CCn2cc(C3(O)CCCC3)nn2)O[C@H]1CO)c1ccc(Cl)cc1 | -1.3

Structures listed so far containing bromine, in the order listed:
compound | TcdB GH inh
O=C(Nc1ccc(F)cc1)N1CC(=O)N2[C@H](C1)[C@@H](c1ccc(Br)cc1)[C@@H]2CO | 1.0
C[C@@H]1CN([C@@H](C)CO)C(=O)c2cc(Br)cnc2O[C@@H]1CN(C)C(=O)c1ccccn1 | -5.1

Next section:
compound | TcdB GH inh
C[C@H]1CN([C@@H](C)CO)C(=O)Cc2cc(NC(=O)CCCCCC(=O)Nc3ccccc3N)ccc2O[C@@H]1CN(C)Cc1ccccc1 | 0.6
C[C@@H]1CN([C@H](C)CO)C(=O)Cc2cc(NC(=O)c3ccncc3)ccc2O[C@H]1CN(C)Cc1ccc(C(F)(F)F)cc1 | 1.0
C[C@H](CO)N1C[C@H](C)[C@H](CN(C)Cc2ccc(C(F)(F)F)cc2)Oc2ccc(NC(=O)Nc3ccccc3)cc2CC1=O | -0.5
C[C@H]1CN([C@@H](C)CO)C(=O)c2ccccc2-c2ccccc2CO[C@@H]1CN(C)C(=O)C1CC1 | -1.4
CCC(=O)N1CC(=O)N2[C@H](CO)[C@@H](c3ccc(-c4ccccc4C)cc3)[C@H]2C1 | 0.5
C[C@@H]1CCCCO[C@H](CN(C)Cc2ccncc2)[C@@H](C)CN([C@@H](C)CO)C(=O)c2cc(NS(=O)(=O)c3ccc(F)cc3)ccc2O1 | -0.1
O=C(O)C[C@H]1C=C[C@H](NC(=O)Nc2cc(F)ccc2F)[C@H](CO)O1 | 0.8
OC[C@@H]1[C@@H](c2ccc(C#CC3CCCC3)cc2)[C@H]2CN(CCC(F)(F)F)CCCCN12 | 0.9
C[C@@H]1CN([C@H](C)CO)C(=O)c2cc(NC(=O)Cc3ccccc3)ccc2O[C@@H]1CN(C)C(=O)Nc1ccc2c(c1)OCO2 | -0.1
C[C@@H]1CCCCO[C@@H](CN(C)Cc2ccccc2)[C@H](C)CN([C@@H](C)CO)C(=O)c2cc(NC(=O)Nc3cccc4ccccc34)ccc2O1 | 1.0
C[C@H]1CN([C@@H](C)CO)C(=O)c2cc(C3=CCCC3)cnc2O[C@@H]1CN(C)C(=O)c1ccc(F)cc1 | 0.2
CS(=O)(=O)Nc1ccc2c(c1)[C@@H]1C[C@@H](CC(=O)NCc3ccc(Oc4ccccc4)cc3)O[C@H](CO)[C@@H]1O2 | -2.7
COc1cccc(NC(=O)N2CC3(C2)[C@H](c2ccccc2)[C@@H](CO)N3C(=O)C2CCC2)c1 | 0.6
CCOc1ccc(NC(=O)CN2C(=O)c3cccc4cccc2c34)cc1 | 1.8
O=C(c1ccc(F)cc1)N1CC(=O)N2[C@H](C1)[C@@H](c1ccc(C#CCC3CCCC3)cc1)[C@@H]2CO | 0.5
CN1CCCCN2[C@H](CO)[C@H](c3ccc(-c4ccc(F)cc4)cc3)[C@@H]2C1 | 1.3
Cc1ccc(S(=O)(=O)N(C)C[C@@H]2Oc3ncc(C#CC4(O)CCCC4)cc3C(=O)N([C@@H](C)CO)C[C@H]2C)cc1 | 1.7
CNC(=O)C[C@@H]1CC[C@@H]2[C@@H](COc3ccc(NC(=O)Nc4cccc(C)c4)cc3C(=O)N2C)O1 | -1.4
COc1ccc(S(=O)(=O)N(C)C[C@H]2OCCCC[C@@H](C)Oc3ccc(NC(=O)CCCN(C)C)cc3C(=O)N([C@H](C)CO)C[C@@H]2C)cc1 | 0.4
C[C@@H]1CN([C@H](C)CO)C(=O)c2cc(C3=CCCC3)cnc2O[C@@H]1CN(C)C(=O)CN1CCOCC1 | 0.3
CO[C@@H]1CN(C)C(=O)c2cc(NC(=O)NC3CCCCC3)ccc2OC[C@H](C)N(CC2CC2)C[C@@H]1C | 0.0
O=C(C1CCOCC1)N1C[C@H]2[C@@H](c3ccccc31)[C@H](CO)N2Cc1ccccc1 | 0.6
C[C@@H]1CN([C@@H](C)CO)C(=O)c2cccc(NC(=O)c3ccc(-c4nccs4)cc3)c2O[C@H]1CN(C)CC1CC1 | 0.1
CCCC#Cc1ccc2c(c1)O[C@H](CN(C)C(=O)NC(C)C)[C@H](C)CN([C@H](C)CO)S2(=O)=O | -0.1
COc1ccc(S(=O)(=O)Nc2ccc3c(c2)C(=O)N([C@@H](C)CO)C[C@H](C)[C@H](CN(C)S(=O)(=O)c2ccccc2)OCCCC[C@@H](C)O3)cc1 | -0.2
O=C(C[C@H]1C=C[C@H](NC(=O)Nc2ccccc2)[C@H](CO)O1)NCc1ccccn1 | -0.8
C=CCN1C(=O)c2n[nH]c(C(C)C)c2C1c1ccc(C)cc1 (configuration not stated) | 0.3
CN1C(=O)c2cc(NC(=O)Nc3ccccc3)ccc2OC[C@@H]2O[C@H](CC(=O)NC3CCC3)CC[C@H]21 | -5.5
C[C@H](O)C#Cc1ccc2c(c1)O[C@@H](CN(C)C(=O)C1CCC1)[C@@H](C)CN([C@H](C)CO)S2(=O)=O | -8.6
C[C@@H]1CN([C@H](C)CO)C(=O)c2cccc(NC(=O)NC3CCCCC3)c2O[C@@H]1CN(C)Cc1ccc(-c2ccccc2)cc1 | -0.6
C[C@@H]1CCCCO[C@H](CN(C)Cc2ccc(C(F)(F)F)cc2)[C@@H](C)CN([C@H](C)CO)C(=O)c2cc(NC(=O)c3ccncc3)ccc2O1 | 0.7
O=C(C[C@H]1C[C@H]2c3cc(NC(=O)c4ccc5c(c4)OCO5)ccc3O[C@H]2[C@H](CO)O1)NC1CCCCC1 | -0.2
Cc1ccc(S(=O)(=O)Nc2ccc3c(c2)C(=O)N([C@@H](C)CO)C[C@@H](C)[C@H](CN(C)C(=O)Nc2ccc(F)cc2)OCCCC[C@@H](C)O3)cc1 | 1.2
Cn1cnc(S(=O)(=O)N[C@@H]2CC[C@@H](CC(=O)Nc3ccccc3)O[C@@H]2CO)c1 | 0.7
O=C(Nc1cccc(Cl)c1)N[C@@H]1CC[C@H](CCNC(=O)C2CC2)O[C@H]1CO | 1.2
C[C@H](CO)N1C[C@H](C)[C@@H](CN(C)S(=O)(=O)c2ccc([N+](=O)[O-])cc2)OCc2ccccc2-c2c(n(C)c3ccccc23)C1=O | -3.6
O=C(C[C@H]1C[C@@H]2c3cc(NC(=O)c4ccc5c(c4)OCO5)ccc3O[C@@H]2[C@@H](CO)O1)NCc1ccccn1 | -2.8
CC(C)NC(=O)Nc1ccc2c(c1)C(=O)N([C@H](C)CO)C[C@@H](C)[C@H](CN(C)Cc1ccc(Cl)c(Cl)c1)O2 | 0.3
CCN1[C@@H]2Cn3c(ccc(C4=CCCCC4)c3=O)[C@H]1[C@@H](C(=O)N1CCCCC1)[C@@H]2CO | -1.1
CC(C)(O)C#Cc1ccc([C@@H]2[C@H](CO)N3CCCCN(S(C)(=O)=O)C[C@@H]23)cc1 | 0.3
